CHO-K1 Ca antag: counter-screen for M1 antagonists: effect in parental CHO-K1 cells | inhibition, % at 3 µM | ATP-induced calcium, Fluo-8 fluorescence | 360,000 tested, 0.6% active;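 active means inhibition above a per-plate cutoff, the plate's mean sample inhibition plus 3 SD, cut at about 24% in these data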;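 further: 0% = DMSO plus EC80 ATP and 100% = DMSO alone without ATP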
M4 antag: human M4 muscarinic receptor antagonists, primary screen, CHO cells, Fluo-8 calcium fluorescence | 360,000 tested, 0.73% active | AID 624125, 2012 | CHO-hM4 cells, ACh EC80 | inhibition, % at 3 µM | Muscarinic acetylcholine receptor M4 (Homo sapiens), P08173;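 active means inhibition above its plate's cutoff, the mean inhibition of sample wells plus 3 SD, cut at about 27% in these data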;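 further: 0% = acetylcholine EC80 with DMSO and 100% = DMSO without agonist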
Target sequence (P08173 whole entry, looked up): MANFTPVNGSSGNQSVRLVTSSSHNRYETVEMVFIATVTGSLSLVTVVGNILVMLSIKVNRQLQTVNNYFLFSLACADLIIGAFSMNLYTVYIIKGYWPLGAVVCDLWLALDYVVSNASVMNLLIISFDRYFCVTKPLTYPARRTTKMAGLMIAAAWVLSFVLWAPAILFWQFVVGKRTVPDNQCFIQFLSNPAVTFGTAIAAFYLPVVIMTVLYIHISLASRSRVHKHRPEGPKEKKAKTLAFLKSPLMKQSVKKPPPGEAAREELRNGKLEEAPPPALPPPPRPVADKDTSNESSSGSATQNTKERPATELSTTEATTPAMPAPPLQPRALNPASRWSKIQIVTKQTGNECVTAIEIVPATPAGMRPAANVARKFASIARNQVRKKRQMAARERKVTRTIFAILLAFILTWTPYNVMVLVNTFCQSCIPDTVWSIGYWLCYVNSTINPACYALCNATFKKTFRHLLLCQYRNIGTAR
OXTR potentiator: human OXTR potentiators, primary screen, fluorescence, CHO-OTR cells, Fluo-8 calcium | activation, % at 3 µM | Oxytocin receptor (Homo sapiens), P30559 | 320,000 tested, 0.061% active | Fluo-8 calcium fluorescence, potentiator mode; 0% = oxytocin EC15, 100% = EC100;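 active means activation above that plate's cutoff, the mean activation of tested compounds plus 3 SD, cut at about 6.6% in these data, passing the limit was not always enough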;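 further: 100% uses oxytocin at 75 nM as the full agonist control; some results filed as inactive read as strong as hits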
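Assay system: CHO cell line stably expressing human OTR | Also added: Oxytocin at about EC15, sub-maximal agonist stimulus | Times: Compound 6 min at room temperature before oxytocin, 100 s read | Measured by: Fluo-8 intracellular calcium fluorescence, ex 470-495, em 515-575 nm | Controls: EC15 oxytocin alone as 0%, 75 nM oxytocin as 100%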
CHO parental Ca: ATP-evoked calcium signal inhibitors, parental CHO, primary screen, counter-screen for OX1R antagonist project, cell-based, fluorescence, Fluo-8 calcium dye. 330,000 tested, 0.63% active. inhibition, % at 5.6 µM. parental CHO-K1, ATP-induced calcium, Fluo-8 fluorescence. AID 463079, 2010;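 active means inhibition above that plate's mean sample inhibition plus 3 SD, cut at about 26% in these data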;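 further: 0% = ATP-challenged DMSO wells and 100% = DMSO wells without ATP; some compounds past the cut are filed as inactive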
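Material: parental CHO cells / Compound: single nominal dose of 5.6 µM per compound / Signal: Fluo-8 fluorescence / Replicates: singlicate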
M1 antag: human M1 muscarinic receptor antagonists, primary screen, CHO-K1 cells, Fluo-8 calcium fluorescence, 1536-well. CHO-K1 hM1, ACh EC80 antagonist. inhibition, % at 3 µM. 360,000 tested, 1.3% active. AID 588852, 2011;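 active means percent inhibition above its own plate's cutoff, namely the mean of that plate's compound wells plus 3 SD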;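 further: peak over basal fluorescence ratio during 140 s after agonist addition; 0% = ACh EC80 plus DMSO and 100% = DMSO alone without agonist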
Target sequence (P11229 whole entry, looked up): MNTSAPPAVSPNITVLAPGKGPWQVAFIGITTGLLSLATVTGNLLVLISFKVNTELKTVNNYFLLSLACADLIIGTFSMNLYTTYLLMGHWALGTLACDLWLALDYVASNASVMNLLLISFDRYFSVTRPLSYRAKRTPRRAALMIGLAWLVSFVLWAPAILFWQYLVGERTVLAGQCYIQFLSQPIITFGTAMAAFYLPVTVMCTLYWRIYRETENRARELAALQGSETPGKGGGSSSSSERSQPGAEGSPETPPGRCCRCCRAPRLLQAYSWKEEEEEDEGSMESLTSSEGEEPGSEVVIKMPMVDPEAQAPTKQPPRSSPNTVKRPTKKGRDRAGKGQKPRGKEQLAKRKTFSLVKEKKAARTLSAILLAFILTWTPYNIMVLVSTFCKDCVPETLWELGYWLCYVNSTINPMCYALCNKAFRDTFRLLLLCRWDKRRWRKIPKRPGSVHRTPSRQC
CHO-K1 Ca ag: counter-screen for M1 agonists: effect in parental CHO-K1 cells. Fluo-8 calcium fluorescence; scaled to maximal ATP response, vehicle zero. activation, % at 3 µM. 360,000 tested, 0.48% active. AID 602248, 2012; in the data active means activation above about 15%;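 further: untransfected CHO-K1 host cells lacking M1 receptor as counterscreen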
M1 PAM: human M1 muscarinic receptor positive allosteric modulators, primary screen, CHO-K1 cells, Fluo-8 calcium fluorescence, 1536-well; Muscarinic acetylcholine receptor M1 (Homo sapiens), P11229; CHO-K1 hM1, ACh EC20; 0% = ACh EC20, 100% = maximal ACh; activation, % at 3 µM; 360,000 tested, 0.088% active; AID 588819, 2011; in the data active means activation above about 19%, passing the limit was not always enough
M1 ag: human M1 muscarinic receptor agonists, primary screen, Fluo-8 calcium fluorescence, CHO-K1 cells, HTS; CHO-K1 hM1, agonist mode; 0% DMSO, 100% acetylcholine EC100; 360,000 tested, 0.33% active; activation, % at 3 µM; Muscarinic acetylcholine receptor M1 (Homo sapiens), P11229;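 active means activation above the run's mean compound activation plus 3 SD, cut at about 16% in these data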;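 further: peak over basal fluorescence ratio within a 140 s kinetic read after compound addition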
M4 ag: human M4 muscarinic receptor agonists, primary screen, CHO-K1 cells, Fluo-8 calcium fluorescence. CHO-K1 hM4/Gqi5; vehicle 0%, full acetylcholine response 100%. Muscarinic acetylcholine receptor M4 (Homo sapiens), P08173. AID 624127, 2012. 360,000 tested, 0.14% active. activation, % at 3 µM;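 active means activation above the run mean over all test wells plus 3 SD, cut at about 32% in these data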;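 further: peak over basal fluorescence ratio per well then scaled between controls; 0% = DMSO wells and 100% = acetylcholine at EC100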
Numbers without * were called inactive; . = no result given.

The first 9 records as a preview:
SMILES | CHO-K1 Ca antag | M4 antag | OXTR potentiator | CHO parental Ca | M1 antag | CHO-K1 Ca ag | M1 PAM | M1 ag | M4 ag
O=[N+]([O-])c1cccc(S(=O)(=O)N/N=C\c2ccc3c(c2)OCO3)c1 | 4 | -2 | . | . | -8 | 0.5 | 10 | -2 | 1
O=S(=O)(c1ccccc1)N(CC1CO1)c1cccc2ccccc12 (stereo not given) | -3 | -8 | 3 | -16 | 6 | -0.3 | -7 | 0 | 1
CC(C)Oc1ccc(CN2CCC2(C)C(=O)Nc2ccc(Cl)c(Cl)c2)cc1 (stereo not given) | -1 | 5 | . | . | 9 | 4.6 | -7 | -5 | 0
CCCCN1CC[C@H]2C=CC[C@@H](C(=O)NCCc3ccccc3)[C@H]2C1=O | -4 | -2 | -13 | -10 | 0 | -0.7 | 3 | -3 | 0
CC1CCCN(C(=O)CN2C(=O)c3ccccc3C2=O)C1 (stereo not given) | 4 | 4 | 5 | -5 | -5 | 1.1 | 8 | -5 | 0
Cc1cc2ncn(S(=O)(=O)c3ccc(F)cc3)c2cc1C | -8 | 8 | -4 | -5 | 0 | 1.4 | 3 | 0 | 1
COc1cc(NC(=O)c2cc(C)on2)cc(OC)c1OC | 6 | 14 | -3 | -3 | 17 | -0.3 | -9 | -3 | 3
CCOc1ccccc1Nc1nc2ccc(C)cc2n2cnnc12 | -14 | 3 | . | . | -9 | 1.0 | 4 | -1 | 1
Cc1ccccc1NC(=O)c1sc2nc[nH]c(=O)c2c1C | 24* | 10 | -14 | 4 | 3 | -0.4 | 11 | -3 | 1

The whole of this part, from the first entry:
SMILES | CHO-K1 Ca antag | M4 antag | OXTR potentiator | CHO parental Ca | M1 antag | CHO-K1 Ca ag | M1 PAM | M1 ag | M4 ag
O=[N+]([O-])c1cccc(S(=O)(=O)N/N=C\c2ccc3c(c2)OCO3)c1 | 4 | -2 | . | . | -8 | 0.5 | 10 | -2 | 1
O=S(=O)(c1ccccc1)N(CC1CO1)c1cccc2ccccc12 (stereo not given) | -3 | -8 | 3 | -16 | 6 | -0.3 | -7 | 0 | 1
CC(C)Oc1ccc(CN2CCC2(C)C(=O)Nc2ccc(Cl)c(Cl)c2)cc1 (stereo not given) | -1 | 5 | . | . | 9 | 4.6 | -7 | -5 | 0
CCCCN1CC[C@H]2C=CC[C@@H](C(=O)NCCc3ccccc3)[C@H]2C1=O | -4 | -2 | -13 | -10 | 0 | -0.7 | 3 | -3 | 0
CC1CCCN(C(=O)CN2C(=O)c3ccccc3C2=O)C1 (stereo not given) | 4 | 4 | 5 | -5 | -5 | 1.1 | 8 | -5 | 0
Cc1cc2ncn(S(=O)(=O)c3ccc(F)cc3)c2cc1C | -8 | 8 | -4 | -5 | 0 | 1.4 | 3 | 0 | 1
COc1cc(NC(=O)c2cc(C)on2)cc(OC)c1OC | 6 | 14 | -3 | -3 | 17 | -0.3 | -9 | -3 | 3
CCOc1ccccc1Nc1nc2ccc(C)cc2n2cnnc12 | -14 | 3 | . | . | -9 | 1.0 | 4 | -1 | 1
Cc1ccccc1NC(=O)c1sc2nc[nH]c(=O)c2c1C | 24* | 10 | -14 | 4 | 3 | -0.4 | 11 | -3 | 1
COc1cc(CCC(=O)OCC(=O)Nc2ccc(C)cc2Cl)cc(OC)c1OC | -10 | 8 | -12 | -16 | -9 | 8.1 | 5 | -2 | 6
CC1CN(C(=S)NC(=O)c2ccc(Cl)cc2)CC(C)O1 (stereo not given) | -7 | 3 | -8 | -8 | -7 | 1.3 | 6 | -4 | 1
O=C(COC(=O)c1ccc(F)c([N+](=O)[O-])c1)NC(=O)NCc1ccccc1 | 3 | -2 | -3 | -3 | -4 | 0.6 | 9 | 0 | 1
C[C@H](CO)N1C[C@H](C)[C@@H](CN(C)S(=O)(=O)c2cn(C)cn2)Oc2ccc(NS(=O)(=O)c3ccccc3)cc2C1=O | -12 | -8 | -1 | -6 | 3 | 0.3 | 6 | -3 | 0
COc1ccc(-c2c(=O)n(OCc3ccccc3[N+](=O)[O-])c3ccccc3[n+]2[O-])c(OC)c1 | 4 | 0 | -4 | -16 | -6 | 0.5 | 15 | -6 | 2
CCOc1ccc(S(=O)(=O)N(C)c2ccc(OCC(=O)NCC3CCCO3)cc2)cc1 (stereo not given) | -6 | -4 | -1 | -6 | -1 | 1.8 | 4 | -5 | 8
COc1ccc(N2CCN(S(=O)(=O)c3ccc4c(c3)N(C(C)=O)CCO4)CC2)cc1 | -10 | -4 | -9 | -14 | -4 | 6.8 | 0 | 1 | 8
COc1ccc(CCN2CC(C(=O)NCCc3ccccc3C(F)(F)F)CCC2=O)cc1 (stereo not given) | 10 | -1 | -10 | -11 | -3 | 0.0 | 0 | -2 | 1
CCC(C)(C)NC(=O)C(c1ccc(F)cc1)N(CCOC)C(=O)CCC(=O)Nc1nccs1 (stereo not given) | -18 | -17 | 1 | -19 | -11 | 0.8 | 9 | -2 | 0
Cc1ccccc1CNC(=O)c1ccccc1NS(C)(=O)=O | -1 | -3 | -3 | -12 | 4 | -0.4 | 0 | -12 | 1
Cc1ccc(C(=O)O/N=C(\N)c2ccccn2)c(C)c1 | -4 | 0 | -7 | -5 | -7 | 0.9 | 6 | -4 | -1
COc1ccc2c(C=O)cn(C)c2c1 | 2 | -3 | 4 | -9 | -8 | -1.1 | 5 | -3 | 3
CC1CCCN(C(=O)COC(=O)COc2ccc(Cl)cc2)C1 (stereo not given) | -18 | 6 | -5 | -18 | -5 | 1.1 | 3 | -2 | 2
CN(C(=O)c1ccccc1C(=O)OCC(=O)NCc1ccccc1)C1CCCCC1 | 3 | -16 | 1 | -11 | -6 | 0.4 | 1 | -8 | 4
CCOC1=C2[C@H](c3ccccc3F)N(S(=O)(=O)c3ccc(C)cc3)C[C@H]2n2c(=O)n(-c3ccccc3)c(=O)n2C1 | 5 | -10 | . | . | -6 | 0.9 | 7 | -4 | 0
CCCC(C)NC(=O)CSc1nnc(-c2c[nH]c3ccccc23)o1 (stereo not given) | 5 | -2 | -22 | -9 | -1 | 0.5 | 6 | -5 | 1
COc1ccc2c(c1)-c1c(ssc1=S)C(C)(C)N2S(=O)(=O)c1ccc(C)cc1 | 3 | 10 | -8 | -13 | 1 | -0.6 | -9 | -7 | -2
CCCCNC(=S)N(C)/N=C/c1c(F)c(F)c(F)c(F)c1F | -10 | -1 | 0 | -3 | -11 | -0.5 | 9 | -2 | -1
CCc1ccc(-c2cc(C(F)(F)F)n3nc(C(=O)Nc4cnn(Cc5ccc(C)cc5)c4)cc3n2)s1 | -10 | 12 | -9 | -10 | 27 | 0.5 | -20 | -9 | 1
O=C1CN(C(=O)COc2ccccc2F)c2ccccc2N1 | -4 | -7 | -4 | 3 | 10 | 0.4 | -5 | -4 | 1
CC1(C)CC(=O)c2sc(NC(=O)CN3CCOCC3)nc2C1 | 1 | 13 | -5 | -3 | -8 | -0.6 | 4 | 0 | 1

Sorted by formula weight (low to high): part of the list above.
SMILES | CHO-K1 Ca antag | M4 antag | OXTR potentiator | CHO parental Ca | M1 antag | CHO-K1 Ca ag | M1 PAM | M1 ag | M4 ag
CC1CCCN(C(=O)COC(=O)COc2ccc(Cl)cc2)C1 (stereo not given) | -18 | 6 | -5 | -18 | -5 | 1.1 | 3 | -2 | 2
CCCCNC(=S)N(C)/N=C/c1c(F)c(F)c(F)c(F)c1F | -10 | -1 | 0 | -3 | -11 | -0.5 | 9 | -2 | -1
CCCC(C)NC(=O)CSc1nnc(-c2c[nH]c3ccccc23)o1 (stereo not given) | 5 | -2 | -22 | -9 | -1 | 0.5 | 6 | -5 | 1

Additional results.
SMILES | CHO-K1 Ca antag | M4 antag | OXTR potentiator | CHO parental Ca | M1 antag | CHO-K1 Ca ag | M1 PAM | M1 ag | M4 ag
CS(=O)(=O)NCCSc1nnnn1-c1ccccc1 | 3 | 6 | -3 | -2 | 11 | 0.3 | -7 | -1 | 0
Cc1ccc(/C=C/C(=O)OCC(=O)NCc2ccc(Cl)cc2)o1 | -12 | -1 | -1 | -24 | -3 | 0.0 | 7 | -4 | 2
CC1CC(=O)C2=C(C1)Nc1ccccc1SC2c1ccc(F)cc1 (stereo not given) | -9 | -5 | 0 | -13 | -10 | 3.9 | 5 | -10 | 2
COc1ccc(NC(=O)C2=NN(C3CCS(=O)(=O)C3)C(=O)CC2)cc1S(N)(=O)=O (stereo not given) | -7 | -6 | 4 | -9 | -17 | 0.2 | 7 | -1 | 0
Cc1cccc(NC(=O)CNC(=O)[C@H]2O[C@@H](n3ccc(=O)[nH]c3=O)[C@H](O)[C@@H]2O)c1C | 0 | -3 | . | . | -8 | 0.8 | 13 | -3 | 1
Cc1cc(=O)oc2cc(OCC(=O)NC3CC(C)(C)NC(C)(C)C3)c(Cl)cc12 | 1 | -3 | 3 | -8 | -3 | 0.2 | 13 | -4 | 1
O=C(NCC1COc2ccccc2O1)c1ccco1 (stereo not given) | -4 | -18 | -19 | 5 | -12 | 0.0 | 5 | -1 | 1
CC1(NC(=O)CSc2nnc(-c3c[nH]c4ccccc34)n2C2CC2)CCS(=O)(=O)C1 (stereo not given) | 3 | -14 | -3 | 3 | -10 | 0.8 | 10 | -4 | 0
COc1ccccc1CNC(=O)CCC(=O)N1CC(C)Sc2ccccc21 (stereo not given) | 10 | 9 | -23 | -12 | 2 | 0.5 | 7 | 0 | 1
COc1ccc(N2CSC3=C(C#N)C(c4cccc(OC)c4OC)CC(=O)N3C2)cc1 (stereo not given) | -3 | -7 | 2 | -7 | -16 | 0.6 | 5 | -7 | 0
COc1ccc(C2c3[nH]c4ccccc4c3C[C@H]3C(=O)N(C4CCN(Cc5ccccc5)CC4)CC(=O)N23)cc1OC (stereo not given in full) | 5 | 8 | -20 | -11 | 6 | 9.8 | -3 | -4 | 19
Cc1cccc(CC(=O)NC2CCS(=O)(=O)C2)c1 (stereo not given) | 6 | -4 | 3 | 2 | -4 | 1.3 | 6 | -1 | 1
CC(C)NC(=O)Nc1ccc(Br)cc1Cl | -10 | -2 | -2 | -14 | -6 | -0.1 | 7 | -10 | 0
COc1ccc(CNC(=O)CN(Cc2ccccc2)C(=O)c2csnn2)cc1 | -9 | -1 | -7 | -6 | -3 | 1.4 | 2 | -2 | 2
O=C(COC(=O)/C=C/c1ccc(Cl)cc1)NC1CCCC1 | -22 | -3 | -7 | -7 | -10 | 0.5 | 11 | -5 | 0
O=C(/C=C/c1ccccc1)CCN1CCCCC1 | -7 | -6 | . | . | -1 | 0.4 | 2 | -7 | 2
O=C(NCc1cccnc1)C1CCCN(S(=O)(=O)c2ccc(Br)cc2)C1 (stereo not given) | 5 | -6 | -3 | -14 | -1 | 0.5 | -5 | -7 | 1

Screening data as filed in PubChem BioAssay.
